Bioassay records (PubChem)
TLR9-MyD88 inh: TLR9-MyD88 interaction inhibition; Q9NR96+Q99836; CHO BLA complementation TLR9-MyD88, CCF4 FRET ratio; inhibition, % at 4.98 µM; 340,000 compounds, 0.21% hits;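 active means inhibition above the mean over all tested compounds plus 3 SD, cut at about 21% in these data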;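 further: 0% = DMSO only wells and 100% = clavulanate BLA inhibitor control wells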
aDG glyco up: increases alpha dystroglycan glycosylation; 360,000 compounds, 0.22% hits; activation, % at 10 µM; Pro5-aDG cells, alpha-DG glycosylation AlphaScreen (IIH6); 0% Pro5, 100% B10-LARGE cell signal;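 active means activation of at least 8% versus controls, or a plate z-score of at least 8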;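 further: Pro5 are CHO cells carrying HIG-tagged alpha-DG that lacks glycosylation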
MC4R barr agon: activates human MC4R beta-arrestin recruitment; U2OS MC4R beta-arrestin complementation, luminescence; percent of melanotan II response, DMSO zero; activation, % at 8.9 µM; 360,000 compounds, 0.98% hits; AID 540308;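 active means activation above a per-plate cutoff, the mean activation of sample wells on that plate plus 3 SD, cut at about 8% in these data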
ABCB6 inh MLPCN: inhibitors of human ABC transporter ABCB6 | 360,000 compounds, 0.19% hits | fluorescence ratio to DMSO, % at 10 µM | K562-ABCB6 porphyrin accumulation, flow cytometry, 1 h; hits give low values;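 active means fluorescence ratio to DMSO below 75%, the collection mean minus 3 SD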;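 further: signal is porphyrin accumulated inside mitochondria; 100% equals median channel fluorescence of DMSO control wells; lower ratio means ABCB6 inhibition with less porphyrin fluorescence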
Target sequence (Q9NP58 whole entry, looked up): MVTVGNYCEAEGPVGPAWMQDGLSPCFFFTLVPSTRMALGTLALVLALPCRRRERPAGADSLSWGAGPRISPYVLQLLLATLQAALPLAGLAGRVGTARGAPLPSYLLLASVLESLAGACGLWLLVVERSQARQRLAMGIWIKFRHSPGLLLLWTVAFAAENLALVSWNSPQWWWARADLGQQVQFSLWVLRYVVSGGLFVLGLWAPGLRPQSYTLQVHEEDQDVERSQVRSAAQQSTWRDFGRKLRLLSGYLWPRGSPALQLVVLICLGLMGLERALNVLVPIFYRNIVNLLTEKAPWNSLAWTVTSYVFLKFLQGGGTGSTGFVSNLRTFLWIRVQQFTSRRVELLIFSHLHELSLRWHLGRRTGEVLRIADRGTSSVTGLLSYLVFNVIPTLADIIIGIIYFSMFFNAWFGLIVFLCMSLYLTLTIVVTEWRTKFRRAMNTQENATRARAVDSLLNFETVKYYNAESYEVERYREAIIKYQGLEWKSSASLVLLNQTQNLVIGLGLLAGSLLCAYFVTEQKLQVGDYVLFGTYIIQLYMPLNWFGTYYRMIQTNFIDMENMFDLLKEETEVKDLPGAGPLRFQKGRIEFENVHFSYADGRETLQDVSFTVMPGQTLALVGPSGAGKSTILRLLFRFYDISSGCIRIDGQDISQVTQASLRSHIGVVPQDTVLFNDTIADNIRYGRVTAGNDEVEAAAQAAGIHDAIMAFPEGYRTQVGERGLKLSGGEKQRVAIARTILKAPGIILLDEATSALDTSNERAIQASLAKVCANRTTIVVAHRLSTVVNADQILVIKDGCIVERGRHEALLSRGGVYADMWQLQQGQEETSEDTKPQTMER
Vif imaging: HIV Vif inhibition. HEK293T cells, Vif self-association by quenched fluorescence, imaging, 24 h. inhibition, % at 7.49 µM. 340,000 compounds, 0.35% hits; in the data active means inhibition above about 50%, passing the limit was not always enough; further: some results filed as inactive read as strong as hits
Exocytosis inh: blocks lytic granule exocytosis. AID 651702. inhibition, % at 10 µM. TALL-104 LAMP-1 surface exposure, flow cytometry; cells stimulated with thapsigargin and PMA. 360,000 compounds, 0.66% hits;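 active means inhibition above about 55%, limit read from the data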
NOD2-RIPK2 inh: inhibitors of human NOD2-RIPK2 interaction; O43353; CHO BLA complementation NOD2-RIPK2, CCF4 ratio; inhibition, % at 4.98 µM; 360,000 compounds, 0.38% hits; in the data active means inhibition above about 21%;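 further: 0% = vehicle only and 100% = reference blocker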
MC4R antag cAMP: blocks human MC4R cAMP signaling; MC4R-expressing cells, MTII-stimulated cAMP, LANCE TR-FRET; 360,000 compounds, 0.48% hits; P32245; inhibition, % at 6.5 µM;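 active means inhibition above its plate's cutoff, the mean of tested wells on that plate plus 3 SD, cut at about 29% in these data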;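 further: 0% = Melanotan II alone and 100% = Melanotan II plus saturating MCL0020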
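Assay system: U2OS cells stably expressing human melanocortin 4 receptor (MC4R) / Dosing: 6.5 µM / Timing: compound 30 min, challenge 1 h, detection 1 h / Measured by: Eu-cAMP/anti-cAMP TR-FRET, emission 671 nm / Replicates: singlicate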
ABHD5 PLIN5 PPI: inhibitors of human ABHD5-perilipin-5 interaction. inhibition, % at 4 µM. Split G. princeps luciferase complementation, luminescence, 4 h. 360,000 compounds, 0.78% hits;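 active means inhibition above the mean inhibition across every tested compound plus 3 SD, cut at about 22% in these data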;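 further: 0% = DMSO only wells and the 100% control is not disclosed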
N-glyco inh: blocks N-linked glycosylation in D54 reporter cells; D54 ERlucT glycosylation luciferase reporter, 24 h; percent of 100 nM tunicamycin response; reporter increase, % at 12.5 µM; 360,000 compounds, 0.23% hits;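 active means mean luciferase reporter signal, scaled so untreated is 0 and the glycosylation-blocking control 100, at or above a set limit in every replicate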;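 further: luciferase carries N-glycosylation sites so blocking glycosylation raises the light; 0% = median of neutral control wells and 100% = median of 100 nM tunicamycin wells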
* = called active by the depositor; / = no result given. An excerpt; count on the stated rates, not on these rows.

Values run as follows: TLR9-MyD88 inh, aDG glyco up, MC4R barr agon, ABCB6 inh MLPCN, Vif imaging, Exocytosis inh, NOD2-RIPK2 inh, MC4R antag cAMP, ABHD5 PLIN5 PPI, N-glyco inh
CSc1ncccc1C(=O)OCC(=O)c1ccc(Cl)s1
→ 0.5, -0.3, 0.2, 111.0, -1.8, -1.2, -8.5, 9.7, 0.9, -2.7
CCOC(=O)C1CCCN(C(=O)c2[nH]c3ccc(OC)cc3c2C)C1 (configuration not stated)
→ 7.0, 0.1, 0.3, 95.0, -5.8, -3.5, -14.6, 10.5, -3.0, 1.7
Cc1ccc(S(=O)(=O)N2CCCC2C(=O)NCc2ccncc2)cc1 (configuration not stated)
→ -11.7, -0.1, -0.1, 100.0, -4.8, -4.6, -19.1, 15.8, -4.2, 1.9
CC(Sc1ccsc1[N+](=O)[O-])C(=O)NCc1ccco1 (configuration not stated)
→ -5.8, -0.4, 0.5, 103.0, 2.3, 0.2, -7.2, -4.2, 28.4*, -1.8
CC1CCCCN1c1ccc(N)cc1C(N)=O (configuration not stated)
→ 6.0, -0.3, -1.7, 99.0, -3.0, -2.3, -1.1, 7.8, -6.2, 2.0
NC(=NCc1ccccc1)NN=Cc1ccnc2ccccc12
→ /, 1.4, /, 96.0, -0.6, -19.8, -11.0, /, 4.6, 2.5
COc1cccc(CN2CCC(C)(Oc3cccc(Cl)c3)C2)c1OC (configuration not stated)
→ /, 0.1, -2.9, 98.0, 1.3, 7.1, 16.3, 2.2, 2.6, -0.5
CCc1nnc(NC(=O)CSc2nnc(COc3ccccc3C)o2)s1
→ 1.9, 0.0, 0.3, 98.0, 2.0, 0.3, -4.8, 3.5, -10.3, 1.1
Cc1ccc(S(=O)(=O)N(C)CCN(C)S(=O)(=O)c2ccc(C)cc2)cc1
→ 0.9, 0.3, -0.6, 97.0, -10.6, -0.4, -3.9, 5.8, 5.5, -0.8
CC(=O)Nc1ccc(S(=O)(=O)Nc2cccc(C(=O)NC(C)(C)C)c2)cc1
→ 0.3, -0.3, -0.6, 99.0, -1.5, -2.3, 2.8, 4.9, -0.4, -0.8
S=c1nc(-c2cc(Cl)cc(Cl)c2)[nH][nH]1
→ 8.7, 0.1, 1.1, 101.0, -4.6, 0.3, -2.7, 11.5, -4.7, 1.9
CCOC(=O)C1CCN(Cc2nnnn2CCc2ccccc2)CC1
→ -5.5, 0.4, -0.3, 93.0, 2.7, -0.2, -5.5, 4.9, -3.6, 0.5
CCCNC(=O)C1(C)CCCN(C(=O)c2ccc3ccccc3c2)C1 (configuration not stated)
→ /, -0.1, -1.1, 101.0, -3.7, 1.4, -5.7, 4.8, 2.1, 0.0
O=C(O)C1CC=CCC1C(=O)N1CCN(c2nc(-c3ccccc3)c3ccccc3n2)CC1 (configuration not stated)
→ 6.6, 1.9, -0.1, 94.0, 7.2, 0.6, 11.3, 16.1, 9.7, -0.4
COc1ccc(C2CC(=O)c3cc(OC)ccc3O2)cc1 (configuration not stated)
→ -8.4, 0.0, 1.3, 97.0, -7.7, 5.9, -0.8, 12.1, 3.9, -2.4
CC(C)(C)OC(=O)[C@H](Cc1ccccc1)NC(=O)c1nc[nH]c1C(=O)N1CCN(c2ccccc2)CC1
→ -6.3, 0.2, 0.4, 100.0, -2.6, 1.3, -5.0, -4.8, 2.4, 2.9
O=C1CCCN1CCCNc1ncnc2c1[nH]c1ccc(Cl)cc12
→ -5.8, 0.3, 4.1, 101.0, -1.2, -6.8, -6.6, 0.0, -5.3, 2.1
COc1cc(OC)c(C2=NOC(C(=O)NCc3cccnc3)C2)cc1Cl (configuration not stated)
→ -11.8, -0.1, -0.6, 102.0, -0.2, 4.7, -1.1, -10.3, 2.3, 8.9
COc1ccc(C(C[N+](=O)[O-])c2c(-c3ccccc3)cc3ccccn23)cc1 (configuration not stated)
→ 2.0, 1.0, -2.5, 102.0, 20.0, -3.6, 0.3, -18.1, 20.5, 7.2
CCOCCn1c(CN2CCN(CC)CC2)nc2c1c(=O)n(C)c(=O)n2C
→ -4.7, -0.1, 2.0, 97.0, -0.4, -16.5, -1.9, 3.7, -5.5, 0.4
Cc1nc(SCc2nc3ccccc3[nH]2)c2oc3cc([N+](=O)[O-])ccc3c2n1
→ 1.7, 2.6, -2.9, 94.0, 4.9, 2.9, -14.3, -0.5, 3.1, -2.9
CC(C)C(=O)N1CCCC1(C)C(=O)Nc1ccc(-n2cncn2)cc1 (configuration not stated)
→ /, -0.1, -1.0, 89.0, 7.6, -13.8, -23.1, 5.1, 7.1, 1.7
Cc1onc(-c2ccccc2Cl)c1C(=O)Oc1cc(N)n(S(=O)(=O)c2ccc(F)cc2)n1
→ 7.0, -0.5, 0.9, 94.0, 20.1, 3.4, 7.2, 28.8*, -2.5, 6.0
CC1CCCN(CCOCCOc2ccccc2-c2ccccc2)C1 (configuration not stated)
→ -7.8, 0.5, 2.5, 99.0, -13.6, -2.8, -3.4, -5.5, 5.8, -4.6
Cc1nc(Cl)c(C(=O)NC(C)(C)C)c(C)c1Cl
→ -2.5, 0.2, -1.4, 103.0, -2.0, -0.1, -7.6, 6.8, -0.7, -1.1
CC(C)(C)c1ccc(NC(=O)C2=CN3CCS(=O)(=O)N=C3C=C2)cc1
→ -1.8, 0.0, 0.9, 101.0, -4.5, -6.9, 8.4, 13.2, -0.8, -0.9
Cc1cnc(CNC(=O)c2csc([C@H]3C[C@H](O)[C@@H](CO)O3)n2)cn1
→ /, 0.0, -1.7, 97.0, 11.2, 2.5, 9.7, 7.7, 2.3, 1.7
O=C(CCCN1C(=O)c2cccnc2C1=O)Nc1ccccc1F
→ 5.7, -0.1, -2.1, 96.0, -7.5, 0.0, -4.4, -5.8, 1.9, 1.4
O=C(COC(=O)c1cc([N+](=O)[O-])ccc1N1CCOCC1)Nc1cccc(F)c1
→ -0.4, 0.2, -0.1, 80.0, -9.1, -0.9, -21.3, 1.1, 4.1, -0.9
Cn1c(SCC(=O)Nc2ccccc2C(F)(F)F)nc2c(c1=O)SCC2
→ -9.7, 0.3, -2.6, 93.0, -26.5, -1.0, -12.9, -3.4, -8.3, -0.1

The results go on:
Short keys: A = TLR9-MyD88 inh; B = aDG glyco up; C = MC4R barr agon; D = ABCB6 inh MLPCN; E = Vif imaging; F = Exocytosis inh; G = NOD2-RIPK2 inh; H = MC4R antag cAMP; I = ABHD5 PLIN5 PPI; J = N-glyco inh
canonical_smiles: COc1ccc(N=N/C(=C\O)C(=O)c2ccco2)cc1
  A = 0.5; B = 0.4; C = -1.6; D = 99.0; E = 2.2; F = -2.0; G = 6.0; H = -4.3; I = 4.0; J = 1.7

canonical_smiles: CN(c1c(C#N)c(C(F)(F)F)nn1C)N(S(C)(=O)=O)S(C)(=O)=O
  A = -5.5; B = -0.5; C = 0.9; D = 105.0; E = -2.2; F = -1.4; G = 4.5; H = 11.7; I = 6.2; J = -0.3

canonical_smiles: O=C(c1ccccc1)N(CCCn1ccnc1)C(c1ccccc1)c1nc2ccccc2[nH]1 (configuration not stated)
  A = /; B = -0.1; C = /; D = 99.0; E = /; F = -2.0; G = -7.4; H = /; I = 7.6; J = 1.2

canonical_smiles: CCN1/C(=C/C(=O)c2ccco2)Sc2ccccc21
  A = -0.1; B = 0.0; C = -1.8; D = 113.0; E = 35.7; F = 1.8; G = -5.1; H = -4.7; I = -2.0; J = 1.0

canonical_smiles: COCC(C)NC(C(=O)Nc1cccc(C(C)=O)c1)c1ccccc1 (configuration not stated)
  A = -1.3; B = -0.1; C = 0.7; D = 91.0; E = 14.5; F = -0.1; G = 1.2; H = 3.2; I = 5.9; J = -0.4

canonical_smiles: O=C(Cn1cnc2ccccc2c1=O)c1ccc2c(c1)OCCO2
  A = 4.1; B = 4.2; C = -1.8; D = 102.0; E = -8.0; F = -1.0; G = -0.8; H = -0.1; I = -2.3; J = -4.7

canonical_smiles: O=C(CSc1nnc(-c2ccncc2)n1C1CC1)c1cccs1
  A = 4.0; B = 0.3; C = -1.6; D = 100.0; E = -12.7; F = -7.3; G = 2.7; H = 3.4; I = -8.6; J = 0.6

canonical_smiles: O=C(Cn1c(=O)cnc2ccccc21)N1CCN(S(=O)(=O)c2ccccc2Br)CC1
  A = -7.3; B = 0.3; C = -0.2; D = 100.0; E = -2.2; F = -9.6; G = 1.8; H = 11.6; I = 5.3; J = 2.4

canonical_smiles: CCOc1ccc(CCNC(=O)CS(=O)(=O)Cc2nc(-c3cccc(OC)c3)oc2C)cc1
  A = 2.4; B = 1.7; C = -0.1; D = 93.0; E = -10.6; F = -41.3; G = -10.3; H = 6.0; I = 11.1; J = -0.9

canonical_smiles: Cc1cc(C)cc(N2C(=O)CSC2c2cccs2)c1 (configuration not stated)
  A = -0.3; B = 0.3; C = -0.5; D = 103.0; E = 19.8; F = -2.7; G = -0.9; H = -1.9; I = -1.2; J = -3.7

canonical_smiles: O=S1(=O)C[C@@H](N2CCOCC2)[C@H](N2CCOCC2)C1
  A = 6.1; B = 1.4; C = 0.4; D = 87.0; E = 11.6; F = 2.0; G = 7.7; H = -2.1; I = -1.5; J = 3.6

canonical_smiles: Fc1ccc(CO/N=C2\CCCc3nonc32)cc1
  A = -6.4; B = 0.0; C = -1.1; D = 98.0; E = 1.5; F = -2.1; G = 2.7; H = 6.3; I = 2.7; J = 0.2

canonical_smiles: O=C(CSc1nccc(-c2cccs2)n1)Nc1ccc(Cl)cc1
  A = -11.7; B = 0.3; C = -1.0; D = 101.0; E = -8.9; F = -4.5; G = -2.6; H = -4.7; I = -2.4; J = 0.4

canonical_smiles: C(=N\N1CCN(Cc2cccc3ccccc23)CC1)/c1cccs1
  A = -1.2; B = -0.3; C = -0.5; D = 94.0; E = -3.7; F = 0.9; G = 3.3; H = 11.1; I = -11.1; J = 0.3
